# Screens from PubChem BioAssay.
# PDI inh – inhibitors of human protein disulfide isomerase; P07237; AID 588391; PDI insulin aggregation turbidity, A650, 90 min; inhibition, % at 10 µM; 350,000 compounds, 0.052% hits;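 active = mean inhibition across replicates of 30% or more, whatever share of single replicates reach that level; inconclusive = mean inhibition below 30% while every single replicate reaches 30%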;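 note: absorbance from insulin aggregation driven by PDI reduction with DTT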
# CaV13 ICDI inh – Primary screen for inhibitors of IQ motif and Ca2+-dependent inactivation inhibitor domain binding in CACNA1D, Förster resonance energy transfer in living cells, …. 340,000 compounds, 0.098% hits. AID 743397. HEK cells, CFP/YFP FRET ICDI-IQ, plate reader, 10 min; percent FRET-ratio fall versus neutral wells. inhibition, % at 12.3 µM;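 active = mean replicate inhibition of at least 30% and at least 1% of replicates passing that level; inconclusive = only one of the two criteria is met; inactive = neither criterion is met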;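 note: 0% = median of the neutral control wells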
# Granule exo inh – blocks lytic granule exocytosis | TALL-104 LAMP-1 surface exposure, flow cytometry; cells stimulated with thapsigargin and PMA | inhibition, % at 10 µM | 360,000 compounds, 0.66% hits | AID 651702;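 active = inhibition above about 55%, limit read from the data; inconclusive = no clear call, values can overlap the other calls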
# N-glyco inh – blocks N-linked glycosylation in D54 reporter cells | AID 588692 | D54 ERlucT glycosylation luciferase reporter, 24 h; percent of 100 nM tunicamycin response | reporter increase, % at 12.5 µM | 360,000 compounds, 0.23% hits;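 active = mean luciferase reporter signal, scaled so untreated is 0 and the glycosylation-blocking control 100, at or above a set limit in every replicate; inconclusive = mean reaches the limit but not every replicate does; inactive = mean below the limit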;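 note: luciferase carries N-glycosylation sites so blocking glycosylation raises the light; 0% = median of neutral control wells and 100% = median of 100 nM tunicamycin wells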
# ABHD5 PLIN5 PPI – inhibitors of human ABHD5-perilipin-5 interaction | Q00G26+Q8WTS1 | Split G. princeps luciferase complementation, luminescence, 4 h | inhibition, % at 4 µM | 360,000 compounds, 0.78% hits | AID 602281;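 active = inhibition above the mean inhibition across every tested compound plus 3 SD, cut at about 22% in these data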;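 note: 0% = DMSO only wells and the 100% control is not disclosed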
# MC4R barr agon – activates human MC4R beta-arrestin recruitment; P32245; U2OS MC4R beta-arrestin complementation, luminescence; percent of melanotan II response, DMSO zero; activation, % at 8.9 µM; 360,000 compounds, 0.98% hits; AID 540308;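 active = activation above a per-plate cutoff, the mean activation of sample wells on that plate plus 3 SD, cut at about 8% in these data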
# HTR2A ag – agonists of mouse serotonin 5-HT2A receptor (HTR2A). P35363. CHO-K1 mHTR2A beta-arrestin complementation, luminescence; percent of 30 µM serotonin response. activation, % at 7.6 µM. 360,000 compounds, 0.66% hits;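 active = activation above a run cutoff, the mean activation of all tested compounds plus 3 SD, cut at about 14% in these data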;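 note: 0% = plate median of compound wells and 100% = 30 µM serotonin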
# Cardio protect – myocardial damage modulation in H9c2 cells. 360,000 compounds, 0.63% hits. H9c2 cardiomyocytes, H2O2 injury protection, ATPLite, 2 h. protection from H2O2 cell death, % at 20 µM. AID 588492;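 active = compounds giving at least 50% protection of heart cells from peroxide-induced death in the single-dose screen, raw or plate-pattern-corrected value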;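 note: 0% = DMSO wells with peroxide and 100% = DMSO wells without peroxide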
# MC4R antagonist – antagonists of human melanocortin 4 receptor (MC4R). MC4R-expressing cells, MTII-stimulated cAMP, LANCE TR-FRET. 360,000 compounds, 0.48% hits. inhibition, % at 6.5 µM. P32245;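 active = inhibition above its plate's cutoff, the mean of tested wells on that plate plus 3 SD, cut at about 29% in these data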;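 note: 0% = Melanotan II alone and 100% = Melanotan II plus saturating MCL0020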
#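 Assay system: human MC4R-expressing U2OS cells; reagent: Melanotan II stimulation of cells; dosing: 6.5 µM single dose; timing: compound 30 min, challenge 1 h, detection 1 h; signal: TR-FRET cAMP assay; replicates: one well per compound, no replicates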
# ABCB6 inh MLPCN – human ABCB6 transporter inhibition; AID 602162; K562-ABCB6 porphyrin accumulation, flow cytometry, 1 h; hits give low values; Q9NP58; fluorescence ratio to DMSO, % at 10 µM; 360,000 compounds, 0.19% hits;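 active = fluorescence ratio to DMSO below 75%, the collection mean minus 3 SD; inconclusive = too few cells collected in the well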;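 note: signal is porphyrin accumulated inside mitochondria; 100% equals median channel fluorescence of DMSO control wells; lower ratio means ABCB6 inhibition with less porphyrin fluorescence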
# Target sequence (Q9NP58 whole entry, looked up): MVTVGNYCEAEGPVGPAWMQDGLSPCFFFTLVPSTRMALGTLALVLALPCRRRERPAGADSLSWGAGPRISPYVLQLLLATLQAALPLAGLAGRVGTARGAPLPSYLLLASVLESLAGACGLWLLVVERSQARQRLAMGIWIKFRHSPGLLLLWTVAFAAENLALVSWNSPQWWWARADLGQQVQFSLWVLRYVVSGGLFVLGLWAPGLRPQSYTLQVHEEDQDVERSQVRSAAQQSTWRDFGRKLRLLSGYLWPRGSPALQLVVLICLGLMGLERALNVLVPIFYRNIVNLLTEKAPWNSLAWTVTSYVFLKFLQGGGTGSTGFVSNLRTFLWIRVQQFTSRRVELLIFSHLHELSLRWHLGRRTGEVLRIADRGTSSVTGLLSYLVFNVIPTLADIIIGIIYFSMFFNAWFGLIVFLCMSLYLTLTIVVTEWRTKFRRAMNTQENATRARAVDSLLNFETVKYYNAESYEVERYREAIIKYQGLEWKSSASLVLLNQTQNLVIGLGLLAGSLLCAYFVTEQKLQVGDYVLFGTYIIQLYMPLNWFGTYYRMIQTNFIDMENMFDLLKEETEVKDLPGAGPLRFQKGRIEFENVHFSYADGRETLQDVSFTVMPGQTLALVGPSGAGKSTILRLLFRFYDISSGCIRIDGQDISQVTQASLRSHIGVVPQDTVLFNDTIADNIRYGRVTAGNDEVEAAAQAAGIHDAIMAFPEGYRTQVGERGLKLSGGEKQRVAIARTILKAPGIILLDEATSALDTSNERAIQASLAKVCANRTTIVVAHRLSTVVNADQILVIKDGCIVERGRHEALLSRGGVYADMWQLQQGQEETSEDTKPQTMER
# * = called active by the depositor; ? = inconclusive; · = no result given.
SMILES,PDI inh,CaV13 ICDI inh,Granule exo inh,N-glyco inh,ABHD5 PLIN5 PPI,MC4R barr agon,HTR2A ag,Cardio protect,MC4R antagonist,ABCB6 inh MLPCN
COC(=O)[C@@]12C[C@@H](CC(=O)NCCCCc3ccccc3)C(=O)N(Cc3ccc4c(c3)OCO4)C1=CCC(C)(C)C2,·,-8,7,·,10,·,0,·,·,·
CCCc1cc(=O)n2[nH]c(NCc3cccs3)nc2n1,7,-3,-1,1,-7,-1.9,-1,5,-1,97
O=C(NCc1ccc(F)cc1)C1C2C=CC3(CN(Cc4cccnc4)C(=O)C13)O2 (centres undefined),-3,-8,12,3,-6,0.4,1,4,8,95
Nc1cnn(Cc2ccccc2F)c1,10,-7,-1,5,-14,-3.2,-6,-11,11,93
COc1ccccc1CNC(=O)c1c(-c2ccccc2Cl)noc1C,-2,-4,18,-1,-1,0.9,2,1,7,98
CCN(CC)S(=O)(=O)c1ccc(C(=O)Nc2nnc(NC(=S)Nc3ccccc3)s2)cc1,5,-5,-1,-1,-1,-3.3,4,-13,0,98
N#Cc1ccsc1NC(=O)CCN1C(=O)C2CCCCC2C1=O (centres undefined),-5,-17,6,2,-3,-1.0,1,0,0,102
COc1cccc2c(C)c(C(=O)O)[nH]c12,12,-4,-1,-1,9,-2.1,0,2,3,96
COCC(C)NCc1cccc(OC)c1OC (centres undefined),2,-5,0,1,0,2.1,-3,10,18,718
Cc1ccc2c(c1)[C@H]1[C@H](CO2)[C@H](c2ccccc2)[C@]2(C)C(=O)N(Cc3ccccc3)CC(=O)N12,13,-6,11,-2,0,-0.8,-2,5,6,96
O=c1[nH][nH]c2c(N=Cc3ccccc3O)ccc(F)c12,-5,·,-11,2,-5,-1.4,1,5,7,101
CN(Cc1ccccc1)C(=O)c1ccco1,-1,-3,1,1,1,0.4,0,-10,8,99
CN(CC(=O)Nc1ccc(Cl)c(C(F)(F)F)c1)C(=O)c1ccc(N2CCOCC2)c([N+](=O)[O-])c1,-1,-6,-6,0,6,-4.0,-9,-17,11,98
CN1/C(=C/C(=O)COC(=O)CN2C(=O)C3CC=CCC3C2=O)C(C)(C)c2ccccc21 (centres undefined),-1,-10,-1,1,0,-1.5,-4,-14,1,132
CN(CC(=O)Nc1c(Cl)cccc1Cl)C(=O)c1ccc2ccccc2n1,-4,-6,-5,1,-4,-3.5,2,-3,5,98

# Part of the list above with just N-glyco inh.
structure	N-glyco inh
CN1/C(=C/C(=O)COC(=O)CN2C(=O)C3CC=CCC3C2=O)C(C)(C)c2ccccc21 (centres undefined)	1
CN(CC(=O)Nc1c(Cl)cccc1Cl)C(=O)c1ccc2ccccc2n1	1

# Other results follow.
SMILES,PDI inh,CaV13 ICDI inh,Granule exo inh,N-glyco inh,ABHD5 PLIN5 PPI,MC4R barr agon,HTR2A ag,Cardio protect,MC4R antagonist,ABCB6 inh MLPCN
CCOc1ccc(NS(=O)(=O)c2cc3c4c(c2)CCN4C(=O)CC3)cc1,-5,-4,2,-1,-4,-1.5,5,-9,4,99
CCOC(=O)C1(CCCc2ccccc2)CCN(Cc2cnc(C)s2)CC1,1,-7,8,-7,0,1.3,-7,-16,5,96
c1cn(CCCNC2=NCCCCC2)cn1,2,-4,-1,1,2,-0.8,4,1,6,91
Cc1ccccc1OCC(=O)OC(C)CN1CCN(C)CC1 (centres undefined),4,·,-2,1,-2,0.2,-4,-6,3,97
O=C(Nc1nccs1)C1CC(=O)N(c2ccc(Cl)cc2)C1 (centres undefined),11,-6,-4,1,5,1.5,-1,-5,24,97
COCCNC(=O)C1(C)CCCN(Cc2ccc(Cl)nc2)C1 (centres undefined),-2,·,-9,2,0,-0.5,0,8,9,96
CN(C)c1ccc(NC(=O)Nc2ccc3c(c2)c(=O)n(C)n3Cc2ccccc2)cc1,4,-5,3,-1,1,1.6,-1,-8,-8,100
Clc1c(-c2nnc3n2CCCCC3)sc2ccccc12,-5,·,-2,-6,6,-0.3,-1,-6,7,103
O=C(NCCc1ccccc1)NC(Cc1ccccc1)C(=O)O (centres undefined),-2,-18,7,0,-2,0.6,0,6,-3,87
O=C(/C=C/c1ccc(Cl)c([N+](=O)[O-])c1)Nc1ccc(NC(=O)c2ccco2)cc1,2,-4,-2,3,2,0.3,0,24,10,100
CCOc1ccc(NS(=O)(=O)c2ccc3c(c2)N(C(C)=O)CC3)cc1,2,-2,-1,-1,-6,-1.3,6,-15,2,97
O=C1NC(=O)C(c2ccccc2[N+](=O)[O-])=C1Nc1ccc(O)c(Cl)c1,5,-5,-4,18,-18,-0.1,-3,4,3,93
O=S(=O)(NCCS(=O)(=O)N1CCN(c2ccc(F)cc2)CC1)c1ccccc1,-6,-5,1,-3,8,-0.1,-3,-4,8,90
COc1ccc(NS(=O)(=O)c2cc(Br)cc3c2N(C(C)=O)CC3)cc1,-6,-7,26,?,2,-1.5,-10,-3,1,108
COc1ccccc1OCCNC(=O)c1cccc(S(=O)(=O)N2CCN(Cc3ccccc3)CC2)c1,11,-4,26,-2,3,-0.6,-12,-8,6,96
Cc1ccc(Oc2nc3c(C)cccn3c(=O)c2/C=C(\C#N)C(N)=O)cc1,6,-4,32,1,-1,-0.8,-1,15,4,95
CN(C)S(=O)(=O)c1ccc(NC(=O)N2CCN(c3cccc(C(F)(F)F)c3)CC2)cc1,16,-5,-1,-7,1,1.4,8,-26,10,87
O=CNC1CCCc2c1[nH]c1ccc(Cl)cc21 (centres undefined),-2,-4,-3,-8,3,-0.2,-2,-3,7,102
CCOC(=O)N1CCC(N(CCN(C)C)C(=S)Nc2ccccc2OC)CC1,3,-5,-1,0,-18,-1.5,0,3,-1,97
COc1cccc(OC)c1C(=O)N1CCN(c2c(Cc3ccccc3)c(C)nc3ncnn23)CC1,5,-7,-2,0,-3,-0.7,1,-1,6,99
COc1ccc(C(=O)Nc2ccncc2)cc1OC,-1,-9,-1,1,11,0.7,2,4,-9,99
CSc1nc(C)cc(OCCNS(=O)(=O)c2cc(C)ccc2C)n1,-5,-5,-2,2,-1,-0.6,6,-2,-2,89
CC1CC(=Cc2ccc(N)cc2)C(=O)O1 (centres undefined),8,-5,-16,3,-2,-0.7,-4,0,-1,94
CCCOc1ccc(/C=c2\sc3nc(-c4ccco4)nn3c2=O)cc1OCC,-5,·,1,2,-2,-0.2,8,-2,4,91
COc1cc(NC(=O)c2cccs2)ccc1NC(=O)c1cc2ccccc2o1,-7,-3,-3,-2,-3,1.5,-2,24,-3,95
CCOC(=O)CNc1c(-c2ccc(F)cc2)nc2cnccn12,-10,-9,-1,-1,2,-2.6,-2,13,5,99
O=C(COC(=O)c1sc2ccccc2c1Cl)Nc1ncc(Cl)cc1Cl,-6,-3,1,2,10,27*,7,3,-5,109
O=C(Nc1ccccn1)c1ccc(S(=O)(=O)c2ccc(Cl)cc2)cc1,-3,0,0,-2,-4,-0.8,4,-9,-5,99
O=C(Nc1cccnc1)c1cnn2cccnc12,13,-8,3,1,0,1.4,1,-1,1,85
O=C(/C=C/c1ccco1)Nc1ccc(-c2nc3ccccc3[nH]2)cc1,4,-4,0,14,10,1.3,8,17,-3,100
COc1ccccc1/C=C/C=N/NC(=O)c1ccccn1,-3,0,-1,-6,4,-5.2,0,-5,-5,98
O=C(Nc1sccc1C(=O)NCc1ccco1)c1cccnc1,0,·,-1,-2,10,0.4,1,10,5,104
O=C(O)c1cnc(-c2ccccc2)nc1Sc1ccccc1Cl,-4,-7,5,-1,-1,-2.7,-2,-6,6,92
CC(OC(=O)CN1C(=O)NC2(CCCC2)C1=O)C(=O)c1ccc(C(C)(C)C)cc1 (centres undefined),0,-6,4,-1,3,-0.5,-1,-10,4,98
CN(C)S(=O)(=O)c1ccc(C(=O)OCc2ccc([N+](=O)[O-])cc2)cc1,1,-5,-3,-1,-2,-1.9,-3,-4,-1,94
O=C(NCc1ccccc1F)C1CCCN(S(=O)(=O)c2ccc(-n3cnnn3)cc2)C1 (centres undefined),3,-4,?,-3,-1,-0.3,4,0,-1,102
O=c1cc(CSc2nnnn2-c2ccccc2)[nH]c2[nH]n(-c3ccccc3)c(=O)c12,18,·,-1,0,1,0.4,-3,-6,-1,99
Cc1cccc(Nc2ccc(S(=O)(=O)N3CCOCC3)cc2[N+](=O)[O-])c1,0,-2,-2,1,-8,-0.8,-3,-2,5,98
Cc1nc2cc(NC(=O)c3ccc([N+](=O)[O-])s3)ccc2s1,17,-6,-3,-12,-5,-3.0,-1,-3,-3,106
COc1ccc(Cl)cc1N1C(=N)SCC1=O,-2,-2,2,2,-5,-1.5,-1,1,18,103
COc1cccc(NC(=O)COC(=O)c2ccc3c(c2)OCO3)c1,3,-6,-4,0,-3,-3.2,-6,-8,4,98
CCC(CC)NC(=O)c1cccc(Oc2ccccc2)c1,-3,-6,3,-1,2,1.2,1,-9,18,101
CC(C)N(C)c1ncnc2c1ncn2[C@H]1CN(CCc2ccccc2)C[C@@H](CO)O1,-4,-10,-8,0,0,1.4,4,-5,4,95
COCCn1nnnc1C(c1ccc(OC)c(OC)c1)N1CCc2ccccc21 (centres undefined),6,-9,6,0,3,0.9,-7,3,0,97
COc1ccc(-c2noc(-c3cccs3)n2)cc1OC,10,-4,-9,-4,-2,1.0,-1,-4,21,98
Cc1ccccc1OCc1nnc(SCc2cc(=O)[nH]c3ccccc23)o1,12,-8,-1,1,-2,1.4,-6,1,-9,104
Cc1ccc(C)c(N2CCN(C(=O)CCCn3c(=O)c4cccn4c4cccnc43)CC2)c1,-4,-2,-3,-3,4,0.4,2,6,-5,94
CC1CN(S(=O)(=O)c2cccc(C(=O)OC/C(O)=C(\C#N)c3nc4ccccc4[nH]3)c2)CC(C)O1 (centres undefined),7,-16,-4,4,-4,-1.8,0,-2,19,101
O=C1NCCN1Cc1ccc(F)cc1,19,-4,-4,0,3,0.8,-1,0,4,98
O=C(NCC1CC1)c1ccc2sc([C@@H]3O[C@H](CO)[C@H](O)[C@H](O)[C@H]3O)nc2c1,5,-13,-4,-1,-6,-1.6,2,21,2,100
Cn1c(SCC(=O)NCC2CCCO2)ncc(C(=O)Nc2ccc(Cl)cc2)c1=O (centres undefined),-1,-6,0,2,-5,-3.2,-3,-11,26,97
CCc1sc(C(=O)NC)cc1Br,-4,·,-2,-2,-3,1.6,1,-3,22,103
COc1cc(OC)cc(C(=O)Nc2cccc(NC(=O)c3cc(OC)cc(OC)c3)n2)c1,-1,4,18,-1,3,0.2,-1,20,4,107
C[C@H](NC(=O)[C@H]1N2C(=O)c3ccccc3C2SC1(C)C)C(=O)N1CCC[C@H]1CO (some centres undefined),·,·,-5,?,0,0.3,0,-4,11,99
Cc1cccc(-c2nc(N)nc(N)n2)c1,1,-1,4,3,-2,0.5,-2,0,7,101
